Ins promoter up: MIN6 insulin promoter up-regulation. MIN6 insulin promoter-GFP reporter, high-content imaging; stronger effect = higher value. z-score at 5 µM. 190,000 tested, 0.3% active;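 active means z-score above 3 at 5 µM with at least 500 cells counted in the well; inconclusive means wells under 500 cells, flagged as cytotoxic or low count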
MT stabilize HCS: microtubule stabilization, imaging screen; % tubulin-high responders, % at 10 µM; HeLa tubulin immunostaining HCS, 24 h; share of cells brighter than vehicle mean+2SD; 200,000 tested, 0.83% active;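 active means plate Z-score above 3 for both tubulin-high and condensed-nucleus cell shares, with cell loss under 80%, at 10 µM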;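 further: anti alpha tubulin signal scored within the nucleus-defined area of each cell; some results filed as inactive read as strong as hits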
Dynein cargo inh: blocks dynein driven cargo transport along microtubules | 3617.4 mouse cells, GR-EGFP nuclear translocation imaging; test concentration mostly 20 µM; stimulated with dexamethasone, 1 µM; stronger effect = lower value | z-score, hits read low | 220,000 tested, 0.47% active;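 active means plate z-score of nuclear minus cytoplasmic receptor signal below a set negative limit, without overly bright fluorescence or cell loss, cut at about -3.5 in these data, passing the limit was not always enough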;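 further: z-score of nuclear minus cytoplasmic ring GR-EGFP intensity difference per well; some compounds called inactive have numbers as strong as hits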
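Buffer or medium – tet-free medium with charcoal-stripped serum · Signal – automated 10x imaging of fixed Hoechst-stained cells · Also added – dexamethasone agonist, 1.0 µM final, for 30 min · Incubation – induction 48 h, compound 1 h, agonist 30 min · Read-out – GR-EGFP nuclear translocation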
PMI inhibitors: MPI enzyme activity inhibition – biochemical, fluorescence intensity, coupled assay, primary screen (AID 1209); purified PMI enzyme, coupled fluorescence intensity; higher % means a stronger effect; 190,000 tested, 0.42% active; inhibition, % at 20 µM, or IC50 in µM where a hit was titrated; in the data active means inhibition above about 50%;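 further: plate controls were DMSO vehicle for no effect and wells lacking substrate for full effect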
TNAP activators: human TNAP enzyme activators, primary screen, biochemical, luminescent, no phosphate acceptor, uHTS (AID 1001) | activation fold at 20 µM; hits with a dose series show EC50 in µM | 200,000 tested, 0.03% active | purified TNAP, luminescent activation assay, no phosphate acceptor; higher activation fold means a stronger effect; in the data active means activation fold from about 3, or a potency from the dose series; inactive means the rest, 99 in 100 with activation fold below about 1.6; further: many of its hits are not listed in these tables
T cell modulator: T cell immune modulators affecting CD8 T cell-vesicle binding; AID 2052; 330,000 tested, 0.068% active; 2C CD8+ T cell-vesicle binding, flow cytometry; stronger effect = lower value; calls only at 7 µM;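 active means response, share of CD8 T cells binding vesicles, and their 90th percentile fluorescence all below set limits, cut at about 80% in these data, passing the limit was not always enough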
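Test system: purified 2C TCR transgenic mouse naive CD8+ T cells. Probe or stimulus: QL9-peptide-loaded Drosophila micro-vesicles bearing Ld, ICAM-1 and B7-1. Incubation: binding step 1.5 h, 37 °C, antibody labelling 20 min, ice. Measured by: flow cytometry of vesicle-bound cells.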
bCat nuc transl: alters nuclear translocation of beta-catenin in HeLa cells | immunofluorescence imaging | nuclear translocation activity, % at 5 µM | 190,000 tested, 0.3% active;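 active means nuclear translocation activity above 50% at 5 µM, with a well cell count of 50 or more; inconclusive means wells under 50 cells across six images, flagged as toxic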;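 further: per-cell ratio of nuclear to cytoplasmic median beta-catenin stain intensity; plate controls were DMSO negative control for no effect and GSK-3 inhibitor IX positive control for full effect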
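System: HeLa cells, endogenous beta-catenin; compound dosing: 5 µM primary single dose, 0.1% DMSO, 0.02–20 µM confirmation series; incubation: 24 h compound exposure at 37°C, 5% CO2; signal: beta-catenin immunofluorescence imaging with DAPI; evaluation: % activation, nuclear-to-cytoplasmic median beta-catenin signal ratio per cell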
Lipid droplet: hepatic lipid droplet formation modulation | 240,000 tested, 0.4% active | inhibition, % at 6.5 µM | AML12 mouse hepatocytes, oleate lipid droplets, BODIPY imaging;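 active means lipid droplet intensity inhibited by at least 50%, with more than 500 cells counted; inconclusive means wells with under 300 cells, treated as cytotoxic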
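Assay system: AML12 mouse liver cells | Compound dosing: One dose, 6.5 µM compound | Read-out basis: Droplet intensity reduction, % inhibition | Measured by: Fluorescence imaging, 20x objective, two fields per well | Schedule: Overnight treatment with compound plus oleate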
Myeloid diff MLP: myeloid differentiation induction; ER-HoxA9 myeloid progenitors, lysozyme-GFP differentiation, flow cytometry; 360,000 tested, 1% active; calls only at 10 µM;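 active means normalized GFP-positive differentiation at or above the plate's own cutoff, the solvent-only control mean plus 3 SD; inconclusive means no clear call, values can overlap the other calls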;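 further: cells exposed to compound for four days before flow analysis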
Dynein cargo inh cytoplasmic EGFP: recorded beside Dynein cargo inh, whose call it bears; z-score; measured here: cytoplasmic GR-EGFP intensity; stronger effect = higher value
Dynein cargo inh nuclear GR-EGFP: second read-out of Dynein cargo inh, no call of its own (marks repeat the call); z-score; measured here: nuclear GR-EGFP intensity;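 lower value marks the stronger effect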
Dynein cargo inh cell count: further read-out of Dynein cargo inh, marked with its call; z-score; measured here: cell count per field
Ins promoter up cell count: also measured in Ins promoter up; calls as there; cell count; measured here: cytotoxicity, nuclei count;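 total cells summed across four imaged fields per well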
Lipid droplet cells 6.5 µM: second read-out of Lipid droplet, no call of its own (marks repeat the call); cell count; measured here: cell count, cytotoxicity flag;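 cells counted across two imaged fields per well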
bCat nuc transl cell count 5 µM: recorded beside bCat nuc transl, whose call it bears; cell count; measured here: cell count, cytotoxicity flag
T cell modulator vesicle-bound %: further read-out of T cell modulator, marked with its call; double positive events, %; measured here: CD8+ vesicle-bound cell fraction;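 binding gate set so that unloaded-vesicle control wells show 10% double positive cells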
MT stabilize HCS Hoechst-high %: further read-out of MT stabilize HCS, marked with its call; % Hoechst-high responders; measured here: nuclear condensation Hoechst responders;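 share of cells brighter than vehicle mean plus two SD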
MT stabilize HCS cytotoxicity %: second read-out of MT stabilize HCS, no call of its own (marks repeat the call); toxicity, %; measured here: cytotoxicity by cell density;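 0% = mean cell density of plate MIN control wells and 100% = no cells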
Myeloid diff MLP GFP+ MAC1+ %: recorded beside Myeloid diff MLP, whose call it bears; GFP+ MAC1+ double positive, %; measured here: differentiation confirmed by MAC1 staining
* hit, by the source's call; i = inactive; u = inconclusive; x = not tested or not shown.

SMILES	Ins promoter up	Ins promoter up cell count	MT stabilize HCS	MT stabilize HCS Hoechst-high %	MT stabilize HCS cytotoxicity %	Dynein cargo inh	Dynein cargo inh cytoplasmic EGFP	Dynein cargo inh nuclear GR-EGFP	Dynein cargo inh cell count	PMI inhibitors	TNAP activators	T cell modulator	T cell modulator vesicle-bound %	bCat nuc transl	bCat nuc transl cell count 5 µM	Lipid droplet	Lipid droplet cells 6.5 µM	Myeloid diff MLP	Myeloid diff MLP GFP+ MAC1+ %
O=C(O)c1sc2cc(C(F)(F)F)cnc2c1-c1ccccc1	x	x	1.7	1.8	9.3	0.26	-0.24	-0.42	0.7	-1%	1.1	i	16	x	x	x	x	i	0.7
COc1ccc(C2CC(=O)C3=C(C2)Nc2ncnn2C3c2ccccc2)cc1 (stereo not drawn)	0.37	1351	2.7	2.5	33	-0.68	-0.3	-0.1	0.14	9%	1	i	50	0.1	1146	-1	787	i	0.6
CCN(CC)CCCNC(=O)c1ccc(N2CCCCC2)c(NS(=O)(=O)c2ccc(C)cc2)c1	0.13	1082	3.4	2.1	9.6	2	-0.093	0.87	-1.2	-6%	1.1	i	58	-1.7	1103	-11	705	i	0.1
c1ccc(-c2csc3ncnc(NCc4ccccn4)c23)cc1	-1.3	919	x	x	x	0.51	-0.22	0.036	-0.35	x	x	i	24	0.2	1246	-4	767	i	0.2
O=C(Nc1ccccc1Cl)N1CCN(Cc2ccc3c(c2)OCO3)CC1	x	x	2.5	1.3	6.0	0.14	0.15	0.28	-0.46	-7%	1.1	i	54	3.4	584	5	733	i	0.8
Cc1cc(C)cc(N(CC(=O)NC2CCCC2)S(=O)(=O)c2c(C)[nH]c(=O)[nH]c2=O)c1	-0.11	1199	x	x	x	-0.5	-0.23	0.15	0.58	x	x	i	48	1.3	1324	-16	628	i	0.3
Cc1ccc(C)c(Cn2c(=O)n(CCCC(=O)NCc3ccco3)c(=O)c3sccc32)c1	-0.66	885	2.0	1.2	4.2	-0.25	-0.17	-0.29	0.66	8%	1.1	i	36	x	x	7	729	u	x
O=C(NCc1ccc2c(c1)OCO2)c1ccc(-n2cnnn2)cc1	-0.45	1305	5.4	2.2	7.7	-0.38	-0.11	0.009	-0.11	-1%	1.1	i	10	-1.0	1011	-2	774	i	1.9
Cc1cc(C)cc(CC2CC(=O)N(c3cc(C)on3)C2=O)c1 (stereo not drawn)	x	x	2.5	1.9	28	-0.43	0.22	0.35	0.2	-10%	1.1	i	13	1.4	560	-10	735	i	2.0
CCC(C)n1c(SCc2ccccc2)nc2ccsc2c1=O (stereo not drawn)	-0.3	1274	4.6	1.3	5.3	0.63	-0.23	0.35	-0.091	16%	1	i	3	-3.0	513	-18	597	i	0.2
COC(=O)[C@@H](NC(=O)NC1CCCCC1C)C(C)C (stereo partly drawn)	-0.23	1057	x	x	x	0.044	0.088	-0.2	-0.19	x	x	i	39	1.3	1239	2	707	i	0.7
COc1ccc(C(=O)NNC(=O)c2ccc(C(C)(C)C)cc2)cc1	-1.2	1233	2.9	2.0	9.7	-0.27	-0.32	-0.16	0.5	-10%	1.2	i	49	-1.0	1101	-2	739	i	0.4
CCOc1ccc(C(=O)OCC(=O)Nc2nc(OC)cc(OC)n2)cc1OCC	0.25	860	6.3	4.0	3.3	-0.82	-0.33	-0.39	0.4	4%	1.1	i	47	-3.1	1156	64*	676*	i	1.9
CCOC(=O)CSc1nc2ccc(N)cc2s1	0.67	863	1.0	1.2	10	0.3	0.45	0.18	-0.26	-11%	1.1	i	53	2.0	1032	11	821	i	0.4
O=C(CCn1c(SCC(=O)c2ccccc2)nc2ccccc2c1=O)NCc1ccc(F)cc1	-1	1208	2.1	2.0	5.8	-0.99	-0.24	-1.1	2.1	3%	1.1	i	11	-1.4	1413	x	x	i	0.7
Cc1nc(CNC(=O)CC2C(=O)NCCN2Cc2ccoc2)nc2c1CCCC2 (stereo not drawn)	0.03	1090	x	x	x	0.99	-0.041	0.39	-1.3	x	x	i	32	0.7	1365	11	699	i	0.3
Cc1oc(-c2cccc(C(F)(F)F)c2)nc1CN1CCC[C@H]1CO	-0.1	1669	1.7	1.3	1.5	-0.73	-0.29	-0.23	0.8	3%	1	i	32	-1.1	1045	-4	717	i	0.2
CC(=O)Nc1ccc(CNC(=O)C[N+]2(C)CCOCC2)cc1	0	1659	2.5	2.3	7.1	-0.034	-0.17	0.51	-0.2	-3%	1.1	i	3	-3.6	1067	3	727	i	0.7
COc1ccccc1NC(=O)C1=C(C)NC2=C(C(=O)CCC2)C1c1ccc2c(c1)OCO2 (stereo not drawn)	0.28	1244	2.7	2.3	1.6	0.35	-0.2	0.35	-0.4	3%	1.1	i	42	-0.4	1439	x	x	i	6.9
O=C(O)CCC(=O)c1c[nH]c2ccccc12	-0.07	1870	1.7	1.1	7.4	-1.5	-0.23	-0.67	0.69	9%	1.1	i	11	0.3	1000	-6	689	i	1.3
CCC(C)Sc1nc2c(c(=O)[nH]c(=O)n2C)n1C (stereo not drawn)	-0.21	1325	5.9	5.8	8.0	-0.72	-0.3	-0.23	1	-4%	0.9	i	33	-0.1	828	x	x	i	1.6
COC(=O)c1c(/N=C/NOCc2ccc(Cl)cc2)sc2c1CCN(c1ncc(C(F)(F)F)cc1Cl)C2	1.2	919	2.8	1.9	11	0.24	1.5	0.041	0.33	-4%	1.2	i	5	x	x	9	723	i	0.9
COCCNc1nc2c(S(=O)(=O)c3cc(C)ccc3C)nnn2c2ccccc12	0.99	1219	5.7	1.3	7.9	-0.29	-0.2	-0.063	-0.58	-5%	1.1	i	53	0.5	1094	1	730	i	0.3
CCOC(=O)CCc1cccc2c1CCC2=O	0.29	1548	6.6	2.9	6.5	-0.98	-0.25	-0.21	1	7%	1	i	33	-2.1	1392	x	x	i	1.0
Cc1cccc(C(=O)Nc2cc(OCc3cccc(F)c3)c(Cl)cc2Cl)c1	0.53	1785	1.4	2.2	14	1	0.19	-0.035	-0.03	17%	1	i	35	-1.8	1115	-14	596	i	1.2

(continued)
SMILES	Ins promoter up	Ins promoter up cell count	MT stabilize HCS	MT stabilize HCS Hoechst-high %	MT stabilize HCS cytotoxicity %	Dynein cargo inh	Dynein cargo inh cytoplasmic EGFP	Dynein cargo inh nuclear GR-EGFP	Dynein cargo inh cell count	PMI inhibitors	TNAP activators	T cell modulator	T cell modulator vesicle-bound %	bCat nuc transl	bCat nuc transl cell count 5 µM	Lipid droplet	Lipid droplet cells 6.5 µM	Myeloid diff MLP	Myeloid diff MLP GFP+ MAC1+ %
CC(=O)c1c(C)oc2c1cc(O)c1ccccc12	0.22	1011	x	x	x	0.8	-0.14	0.84	-0.88	x	x	i	31	2.2	1186	-22	728	i	0.9
COc1ccc(CC(=O)N/N=C(\C)c2ccccn2)cc1	-0.72	818	3.1	1.6	5.4	0.6	0.47	-0.052	-0.61	-12%	1.1	i	40	-2.0	549	8	664	i	0.4
O=C(NCCc1cccs1)C1CC1	-0.42	1520	x	x	x	0.2	-0.26	-0.12	0.23	x	x	i	19	-0.7	1325	-5	706	i	0.4
COc1c(O)ccc(/C=C(\C#N)c2nc3ccccc3[nH]2)c1[N+](=O)[O-]	-0.25	1263	2.9	3.3	1.0	-0.49	-0.24	-0.51	0.87	3%	0.7	i	48	0.3	968	20	694	i	0.3
CCOC(=O)C1CCN(C(=O)Cc2c(C(=O)O)n(C)c3ccccc23)CC1	0.51	1327	1.2	1.2	3.9	0.025	-0.21	0.087	-0.63	1%	1.1	i	61	-3.7	746	x	x	i	1.6
O=C(NC1CCCC1)C(c1ccncc1)N(Cc1ccco1)C(=O)c1ccc(-c2ccccc2)[nH]1 (stereo not drawn)	-0.48	1246	4.0	1.9	14	-1.2	-0.2	-0.56	0.7	-6%	1.1	i	13	2.2	1087	18	782	i	0.5
C[C@@]12CCC=C[C@H]1[C@H](c1ccc3ccccc3c1/C=C/c1ccccc1)N(Cc1ccccc1)C2=O	x	x	x	x	x	-0.097	-0.73	0.24	-0.25	x	x	i	35	-0.5	1105	6	738	i	0.7
COc1ccc(NC(=O)c2cc3c(s2)CCC3)cc1S(=O)(=O)N1CCOCC1	x	x	2.3	1.9	6.3	-0.94	-0.23	0.18	1.5	19%	1.2	i	5	x	x	16	784	i	1.2
Nc1nc(CSCCO)nc(Nc2ccccc2)n1	0.36	1510	2.6	1.8	0.8	0.87	-0.25	-0.62	0.86	10%	1	i	18	-2.0	1396	x	x	i	1.0

Bioassay records (PubChem BioAssay)
